FLuc modulator: firefly luciferase modulation, counter-screen for miR-21 project. purified FLuc, Km substrates, luminescence inhibition. Potency, µM (top dose mostly 57.5 µM), for inactives: at the highest dose activity change, negative = inhibition, usual class: inhibitors. 360,000 compounds, 6.9% hits. AID 588342; active = well fitted inhibition curve with a large enough effect; inconclusive = small, poorly fitted or top-dose-only effect;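 note: plate controls were vehicle for no effect and reference inhibitor for full effect; nearly all actives have a fitted effect of over 55% in size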
Target sequence (P08659 whole entry, looked up): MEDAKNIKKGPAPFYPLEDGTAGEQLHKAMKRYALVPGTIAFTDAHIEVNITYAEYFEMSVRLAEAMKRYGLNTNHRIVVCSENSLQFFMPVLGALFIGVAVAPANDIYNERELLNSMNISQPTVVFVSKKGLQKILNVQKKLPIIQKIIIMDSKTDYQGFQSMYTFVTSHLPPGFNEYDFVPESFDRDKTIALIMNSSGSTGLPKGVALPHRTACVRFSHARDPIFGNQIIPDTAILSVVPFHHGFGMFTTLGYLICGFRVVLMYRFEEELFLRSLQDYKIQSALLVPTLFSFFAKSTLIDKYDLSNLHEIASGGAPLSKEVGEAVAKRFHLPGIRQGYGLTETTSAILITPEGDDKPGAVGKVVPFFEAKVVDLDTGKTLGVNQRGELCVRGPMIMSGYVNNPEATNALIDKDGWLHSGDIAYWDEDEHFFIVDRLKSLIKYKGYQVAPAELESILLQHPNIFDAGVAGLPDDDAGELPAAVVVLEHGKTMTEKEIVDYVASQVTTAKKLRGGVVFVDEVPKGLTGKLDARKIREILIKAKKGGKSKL
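Purified P. pyralis luciferase (10nM final) with 10uM D-luciferin and 10uM ATP (Km levels) in 50mM Tris acetate pH 7.5, 10mM Mg acetate, 0.01% Tween-20, 0.05% BSA; qHTS 6-point titration, ~60 µM downward; luminescence read.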
Active calls of the source: *; ? = inconclusive. Potency is the fitted concentration of half-maximal effect. Only part of the results is shown; count on the stated rates, not on these rows.

The first 5 records (preview)
#	Compound	FLuc modulator
1	O=C(CSc1nnc(-c2cccs2)o1)Nc1cccc(C(F)(F)F)c1	-5.9%
2	C#CCOc1ccc(C2CC(=O)Nc3c2c(C)nn3-c2nc(C)cc(C)n2)cc1 (centres undefined)	-14.0%
3	Cc1ccc(CNCc2c(C(=O)O)c(C)n(Cc3ccc(C)cc3)c2C)cc1	4.4%
4	CCOc1ccc(CNC(=O)CSc2cc(=O)n(CC)c3ccccc23)cc1	1.3%
5	Cc1ccc(C)c(NC(=O)Cn2cc(S(=O)(=O)N3CCCC3)c(S(=O)(=O)N3CCCC3)c2)c1	-1.6%

The listing, repeating the preview:
#	Compound	FLuc modulator
1	O=C(CSc1nnc(-c2cccs2)o1)Nc1cccc(C(F)(F)F)c1	-5.9%
2	C#CCOc1ccc(C2CC(=O)Nc3c2c(C)nn3-c2nc(C)cc(C)n2)cc1 (centres undefined)	-14.0%
3	Cc1ccc(CNCc2c(C(=O)O)c(C)n(Cc3ccc(C)cc3)c2C)cc1	4.4%
4	CCOc1ccc(CNC(=O)CSc2cc(=O)n(CC)c3ccccc23)cc1	1.3%
5	Cc1ccc(C)c(NC(=O)Cn2cc(S(=O)(=O)N3CCCC3)c(S(=O)(=O)N3CCCC3)c2)c1	-1.6%
6	COc1cccc(C(=O)Nc2cc(-c3ccccc3)no2)c1	1.2µM*
7	Cc1ccc2c(c1)cc(C(=O)Nc1ccc(F)cc1F)n2C	-3.3%
8	COc1ccccc1CNS(=O)(=O)c1ccc(F)c(C(=O)Nc2cc(Cl)ccc2OC)c1	-2.8%
9	CCCOc1ccc(C2c3c(-c4ccccc4O)n[nH]c3C(=O)N2CCCOCC)cc1OCC (centres undefined)	-9.9%
10	COc1ccc(NC(=O)c2cc(S(=O)(=O)NCCC3=CCCCC3)ccc2F)cc1	3.1%
11	Cc1ccc(Cl)cc1N(C)C(=O)c1cn(C2CCCCC2)c(=O)c2c1c1ccccc1n2C	-3.9%
12	COc1ccccc1CNC(=O)Cc1csc2nc(-c3ccc(F)cc3)cn12	0.9%
13	COc1ccccc1N1CCN(C(=O)c2cnn(C(C)(C)C)c2C2CCN(C(=O)OC(C)(C)C)CC2)CC1	0.3%
14	Cc1ccc(Cl)cc1NC(=O)c1oc2ccc(S(=O)(=O)N3CCCCC3)cc2c1C	-3.2%
15	COc1ccc(NC(=O)C(=O)NCCc2csc3nc(-c4ccccc4F)nn23)cc1OC	-0.8%
16	Cc1cc2oc(=O)c(CC(=O)O)c(C)c2c2occ(-c3ccc(F)cc3)c12	6.75µM*
17	CCC(=O)N1CCc2cc(Br)cc(S(=O)(=O)CCC(=O)NCc3ccc(Cl)cc3)c21	-17.0%
18	O=S(=O)(NCC(c1ccco1)N1CCN(c2ccc(F)cc2)CC1)c1ccccc1 (centres undefined)	-7.8%
19	COc1ccc(-n2c(/C=C/c3c(C)[nH]c4ccccc34)nc3ccccc3c2=O)cc1	-3.4%
20	CCOc1ccc(NC(=O)CSc2oc(-c3ccc(F)cc3)nc2S(=O)(=O)c2ccc(C)cc2)cc1	1.0%
21	Cc1c(C(=O)Nc2ccccc2Cl)sc2ncnc(N(C)C3CCCCC3)c12	2.1%
22	CCc1cccc(NC(=O)CC(c2ccc(OC)cc2)N2Cc3ccccc3C2=O)c1 (centres undefined)	-15.8%
23	Cc1ccccc1NC(=O)Nc1nnc(N(C)Cc2ccccc2)s1	-9.8%
24	COc1cc(C(=O)Oc2c(Sc3ccccc3)c(C)nn2-c2ccccc2)cc(OC)c1OC	?
25	CCc1cccc(NC(=O)Cn2c(=O)n3nc(-c4cccc(F)c4)nc3c3ccccc32)c1	-0.2%
26	CCN(c1ccccc1)S(=O)(=O)c1nnc(NC(=O)COc2cccc(C)c2)s1	-18.8%
27	CCN(CC)CCCNC(=O)c1nn(-c2ccc(OC)c(Cl)c2)c(=O)c2c1c1ccccc1n2C	-2.1%
28	Cc1nc(N2CCOCC2)c2c(C(=O)NCCc3ccccc3)c(C)oc2n1	-9.8%
29	COc1ccc(NC(=O)CC2C(=O)N(c3ccccc3)C(=O)N2CCc2sccc2C)cc1 (centres undefined)	-14.5%
30	COc1ccc(Br)cc1CNC(=O)c1cc(=O)[nH]c2ccc(S(=O)(=O)N3CCCCC3C)cc12 (centres undefined)	5.9%
31	O=C1CC(c2nc3ccccc3n2CCC2CCCCC2)CN1c1ccccc1Cl (centres undefined)	-14.1%
32	O=S(=O)(Nc1nc2n(n1)C(c1ccc(F)cc1)C=C(c1ccccc1)N2)c1ccccc1 (centres undefined)	1.5%
33	CCCCN(CC)CCCNC(=O)c1nn(C)c2c1CS(=O)(=O)c1ccccc1-2	?
34	CC(=O)Nc1cc(C(=O)NCc2ccc(F)cc2)ccc1Sc1ccc(F)cc1	5.7%
35	Cc1nn(CC(=O)NCCc2ccccc2Cl)c(=O)c2nn(-c3ccccc3)c(C)c12	3.6%
36	CC(C)CC(=O)Nc1ccc(Cl)c(-c2nc3ccccc3[nH]2)c1	-13.3%
37	COc1ccc(-c2csc3ncnc(Nc4cc(OC)cc(OC)c4)c23)cc1	5.9%
38	CCOC(=O)C1CCC(CN(Cc2ccc(Cl)cc2)S(=O)(=O)c2ccc(F)c(C(=O)Nc3cccc(F)c3)c2)CC1 (centres undefined)	2.4%
39	Cc1ccc(NC(=O)c2c(C)nc3sc(C(=O)Nc4ccc(F)cc4)c(N)c3c2-c2ccc(Cl)cc2)c(C)c1	-2.0%
40	Cc1cc(C)c(S(=O)(=O)Nc2ccc(-c3ccc(N4CCCCCC4)nn3)cc2)cc1C	-17.9%
41	CCc1ccccc1NC(=O)CSc1nnc(-c2cc(OC)c(OC)c(OC)c2)o1	-1.0%
42	CCN(CC)C(=O)Cn1c(=O)n(-c2ccc(OC)cc2OC)c(=O)c2c(C)c(C(=O)N(CC)CC)sc21	1.9%
43	O=C(Nc1ccc(Cl)c(C(F)(F)F)c1)C1CCCN(S(=O)(=O)c2cccc3cccnc23)C1 (centres undefined)	-1.7%
44	Cc1ccc(CNC(=O)c2ccc(CSCc3ccccc3Cl)o2)cc1	?
45	CCOc1ccc2cc(-c3nnc(Nc4ccccc4F)s3)c(=O)oc2c1	-7.3%
46	CCOc1ccc(NC(=O)C2CCCN(S(=O)(=O)c3ccc(Br)s3)C2)cc1 (centres undefined)	-0.9%
47	Cc1ccc(CN2CCN(CC(=O)Nc3ccc(C)c(C)c3)S2(=O)=O)cc1	-20.0%
48	Cc1ccc(CNC(=O)c2nnn(Cc3ccc(F)cc3)c2N)cc1	-1.7%
49	Cc1nc(-c2cccc(F)c2)sc1CCNC(=O)c1ccc(F)c(F)c1	-14.6%
50	COc1ccc(C2NC(=O)c3c(sc4c3CCN(C)C4)N2)cc1O (centres undefined)	-14.0%
51	Cc1ccc(C(=O)COC(=O)CCC(=O)Nc2ccc(Oc3ccccc3)cc2)cc1C	?
52	COc1cc(C)ccc1OCCCn1c(-c2ccc(Cl)cc2)nc2ccccc2c1=O	-2.2%
53	Cc1cccc(Cn2c(C)c(CNC3CCCCCC3)c(C(=O)O)c2C)c1	-1.7%
54	Cc1c(C(=O)N2CCCCCC2)c(S(=O)(=O)Nc2cccc(C#N)c2)c(C)n1C	-1.2%
55	Cc1ccc(S(=O)Cc2ccc(C(=O)NCc3ccc(OC(C)C)cc3)o2)cc1 (centres undefined)	-10.1%
56	O=C(CCn1c(=O)c2cccn2c2cccnc21)NCc1ccc(F)cc1	1.5%
57	CCc1ccccc1S(=O)(=O)Cc1ccc(C(=O)NCCc2ccc(C)cc2)o1	-16.4%
58	CCCOc1ccc(CNC(=O)c2cc3ccccn3n2)cc1	?
59	COc1ccc(S(=O)(=O)Nc2ccc3c(c2)N(C(C)=O)CCC3)cc1F	-9.0%
60	Cc1ccc(S(=O)(=O)c2nnn3c2nc(N2CCC(C(N)=O)CC2)c2cc(Cl)ccc23)cc1C	-11.9%

Given with each value named: 2 of the compounds above.
52: COc1cc(C)ccc1OCCCn1c(-c2ccc(Cl)cc2)nc2ccccc2c1=O
  FLuc modulator = -2.2%

49: Cc1nc(-c2cccc(F)c2)sc1CCNC(=O)c1ccc(F)c(F)c1
  FLuc modulator = -14.6%

(next part)
#	Compound	FLuc modulator
61	Cc1nc2c(c(C)nn2-c2ccccc2)c(C)c1CCC(=O)Nc1ccccc1	-11.5%
62	C=Cc1ccc(Cn2c(C)c(CNCc3cccc(Br)c3)c(C(=O)O)c2C)cc1	2.8%
63	COc1cc(Nc2nc3ccc(Cl)cc3nc2-n2nc(C)cc2C)cc(OC)c1	-1.4%
64	CCC(Sc1nnc(C)n2c1cc1occc12)C(=O)Nc1ccccc1F (centres undefined)	-15.0%
65	COC(=O)c1ccccc1NC(=O)CCC(=O)N1CC(C)Sc2ccccc21 (centres undefined)	-4.3%
66	CCc1ccccc1NC(=O)c1cc2nc(-c3ccc(Br)cc3)cc(C(F)(F)F)n2n1	0.7%
67	COCCCNc1oc(-c2ccc(COc3ccccc3C)o2)nc1C#N	-12.9%
68	CCOc1ccc(N2CC(c3nc4ccccc4n3CCC3CCCCC3)CC2=O)cc1 (centres undefined)	0.6%
69	CCOc1ccc(C(=O)Nc2ccc3oc(-c4ccc(C)cc4C)nc3c2)cc1Br	5.9%
70	COc1ccc(NC(=O)CC2Nc3ccccc3NC2=O)cc1 (centres undefined)	-1.3%
71	Cc1c(C)n(C)c2ccc(C(=O)NCc3cccc(F)c3)cc12	-11.2%
72	CCOC(=O)c1sc2cccc(F)c2c1S(=O)(=O)N1CCN(c2cccc(Cl)c2)CC1	-5.9%
73	CCc1ccc(OCCCn2c(-c3ccc(Cl)cc3)nc3ccccc3c2=O)cc1	-6.3%
74	Cc1ccc2oc(=O)c(-c3nc(-c4cccs4)no3)cc2c1	?
75	COc1ccc(CCN2C(=O)CN(C3CCCCCC3)C(=O)C2c2ccc(OC(C)C)c(OC)c2)cc1OC (centres undefined)	0.8%
76	CCCC(=O)N1CCN(c2nc3ccc(F)cc3s2)CC1	10.7µM*
77	O=C(c1ccc(CSc2nc3ccncc3n2Cc2cccc(F)c2)cc1)N1CCCCCC1	?
78	COc1ccc(NC(=O)CCCN2C(=O)CCn3nc(-c4cn(C)c5ccccc45)cc32)cc1	3.5%
79	Cc1cccc(CSc2nc3c(sc4ccccc43)c(=O)n2CCC(=O)NC(C)C)c1	6.1%
80	CCOc1ccc(NC(=O)Cn2cc(C(=O)c3ccc(F)cc3)c(=O)c3cc4c(cc32)OCO4)cc1	-0.3%

(listing goes on)
nr	SMILES	FLuc modulator
81	Cc1ccc2oc(=O)c(S(=O)(=O)c3ccc(F)cc3)cc2c1	2.6%
82	OC(c1ccccc1)c1nc2ccccc2n1Cc1c(F)cccc1Cl (centres undefined)	-1.7%
83	CCOC(=O)c1scc(-c2ccccc2)c1S(=O)(=O)N1CCN(c2ccc(Cl)cc2)CC1	0.9%
84	O=C(Cn1c(=O)n(-c2ccccc2)c(=O)c2c3c(sc21)CCC3)c1ccc(Br)cc1	-9.6%
85	O=C(Cn1ncn2nc(-c3cccs3)cc2c1=O)NCc1ccccc1Cl	-3.9%
86	CCN(CCCNC(=O)c1nn(-c2ccc(OC)cc2)c(=O)c2c1c1ccccc1n2C)c1ccccc1	0.8%
87	CCOc1ccc(NC(=O)c2ccc3nc(Cc4ccccc4)oc3c2)cc1	0.1%
88	COc1ccc(-n2ncc(C(=O)Nc3cccc(C(F)(F)F)c3)c2C2CCN(C(=O)OC(C)(C)C)CC2)cc1	-0.3%
89	COCCCNC(=O)CSc1nc2cc3c(cc2c(=O)n1CCCC(=O)NCc1ccc2c(c1)OCO2)OCO3	4.1%
90	O=C(NCc1ccc(Cl)cc1)c1cc2c(s1)-c1ccccc1SC2	-14.4%
91	CCOc1ccccc1N(C)C(=O)C1CCCN(c2ncnc3c2nc2n3CCCCC2)C1 (centres undefined)	0.0%
92	CCOC(=O)c1ccc2c(c1)N(Cc1ccccc1)C(=O)c1ccccc1S2	-10.9%
93	CC(=O)c1cccc(NC(=O)Nc2nnc(N3CCCC3)s2)c1	-10.3%
94	COc1cccc(Nc2cc(-c3ccccc3)nc(C)n2)c1	26.9µM*
95	Cn1c(NCc2cccc(Cl)c2)nc2ccccc21	-5.7%
96	CCOc1ccc(C(=O)Nc2nnc(SCc3cc(=O)c4cc(C)ccc4[nH]3)s2)cc1	-5.0%
97	CCC(=O)N1CCc2cc(S(=O)(=O)NCCC(=O)Nc3ccc(N(CC)CC)cc3C)ccc21	-14.7%
98	Cn1nnnc1SCCCNCc1ccc(-c2cccc(Cl)c2)o1	-8.4%
99	CC(=O)c1cccc(NC(=O)c2noc3c2CCCC3)c1	10.7µM*
100	Cc1ccc(CNC(=O)CN2C(=O)C3(SCC(=O)N3c3cc(C)cc(C)c3)c3ccccc32)cc1 (centres undefined)	-7.7%
101	COc1ccc(NC(=O)COc2ccc(S(=O)(=O)NC3CCCCC3)cc2)cc1OC	3.6%
102	COc1ccc(NC(=O)CSc2nc3ccccc3nc2N2CCC(C)CC2)cc1	1.9%
103	Cc1ccc(CNC(=O)c2c(C)oc3nc(C)nc(N4CCOCC4)c23)cc1	4.4%
104	COc1ccc(C(=O)N2CCN(C(=O)COc3ccc(Br)cc3)CC2)cc1OC	16.9µM*
105	CCCCNS(=O)(=O)c1ccc2nc(-c3cccnc3)cc(C(=O)NCCCOC(C)C)c2c1	1.4%
106	O=C(NCc1ccccc1Cl)c1ccc2c(c1)nnn2C1CCCC1	-19.3%
107	CCOC(=O)c1cc(-c2ccc(F)cc2)n(CCC(=O)Nc2cc(OC)cc(OC)c2)c1C	-7.4%
108	CCc1ccc(CNC(=O)c2ccc(-c3nc(CSc4ccc(C)cc4)c(C)o3)cc2)cc1	-0.5%
109	O=C(CN1C(=O)COc2ccc(S(=O)(=O)N3CCOCC3)cc21)NCc1ccc(F)cc1	-2.6%
110	COc1cc(OC)c(NC(=O)c2nn(-c3ccc(C)cc3)c(=O)c3c2c2ccccc2n3C)cc1Cl	7.2%
111	COc1cc(NC(=O)Cn2nnc(-c3ccc(C(F)(F)F)cc3)n2)c(C(=O)O)cc1OC	?

Assay outcomes from PubChem BioAssay.
